Pf Dd2 inh – qHTS Primary assay for Inhibitors of Plasmodium falciparum Dd2 growth in vitro; P. falciparum Dd2 growth, SYBR Green, 72 h; Potency, µM (series often up to 28.9 µM), for inactives: at the highest dose activity, negative = inhibition, actives largely listed as inhibitors; 4.3% of 120,000 active; active means well fitted inhibition curve with a large enough effect; inconclusive means small, poorly fitted or top-dose-only effect; inactive means no such curve, though single readings can be large or run the other way;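 further: plate controls were DMSO vehicle for no effect and reference drug for full effect; nearly all actives have a fitted effect of over 65% in size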
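Readout: SYBR Green fluorescence, 485 nm excitation, 535 nm emission, after ~16 h lysis at 37C. Before that, Dd2-infected red cells (2.5% hematocrit) grew 72 h with compound, 29 uM top final concentration.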
Starred values were filed as active, the others as inactive; i = inactive; ? = inconclusive; [ ] = another dose, or the depositor's remark. Potency means the concentration at half of the fitted maximal effect. The list is partial; count on the stated rates, not on these rows.

SMILES,Pf Dd2 inh
O=C1NCCCCCCN(C(=O)c2cccnc2)[C@H]2CCC[C@@H]12,2%
CCCCCN1C(C(=O)c2ccccc2)=C(NC(=O)c2ccc(OC)cc2)c2ccccc2S1(=O)=O,?
CC(C)C[C@H](NC(=O)Cn1nc2c(cc1=O)CCCCC2)c1nnc2ccccn12,-8%
CS(=O)(=O)c1ccc(OC[C@H]2C[C@@H](NC(=O)C3CCOCC3)[C@H](O)[C@@H]2O)cc1,14%[44.1 µM]
COCC1CN(C(=O)CCc2c(C)nn(C)c2C)CC12CCNCC2 (stereo unspecified),-10%
COc1ccc(Nc2cc(C)c3cc(NC(=O)Cc4c(F)cccc4Cl)ccc3n2)cc1,?
Cc1cc(C)cc(NC(=O)Nc2c[nH]c(=O)[nH]c2=O)c1,23%
COc1ccc(NC(=O)C(C)n2c(C)c3cnn(-c4ccccc4)c(=O)c3c2C)cc1Cl (stereo unspecified),19%
COC(=O)C1=C(c2ccccc2)c2ccccc2S(=O)(=O)N1CC(=O)Nc1ccc(OC)cc1OC,-4%
CCCCOC(=O)c1ccc(NC(=O)c2ccc3c(c2)CCN3S(C)(=O)=O)cc1,?
O=C(CSc1nc(=O)[nH]c2c1CCCC2)NCc1ccc(Cl)cc1,i
Cc1cc(=O)[nH]c2nnc(SCC(=O)Nc3cc(C(F)(F)F)ccc3Cl)n12,i
Cc1ccc(CNS(=O)(=O)c2ccc(-c3cc(C(F)(F)F)on3)s2)cc1,4%
CCOc1ccc(C(=O)Nc2ccc(-c3nnc4n3CCCCC4)cc2)cc1OCC,-18%
COCC1CN(C(C)=O)CC12CCN(Cc1ccc(Cl)cc1)CC2 (stereo unspecified),10%
COc1ccc(C(=O)N2CCCN(c3cc(-c4ccc(Cl)cc4)[nH]n3)CC2)cc1F,-24%
CCCNC(=O)CSc1nc2ccccc2nc1Cc1ccc(Cl)cc1,5%
CN1Cc2ncnc(NCCc3ccccc3)c2CN(C2CCC2)C1=O,i
CC1=C[C@@H](CNC(=O)c2ccnc(Cl)c2)[C@H](C(C)C)C[C@H]1Cc1nc2ccc(C)cc2[nH]1,?
O=C(Nc1cccc(C(F)(F)F)c1)c1cc2nc(-c3ccco3)cc(C(F)(F)Cl)n2n1,15%
CC(C)c1ccc(CN2CCCC(O)(CNCCN3CCNCC3)C2=O)cc1 (stereo unspecified),-17%
CN1CCc2c([nH]c3ccccc23)C12CCN(C(=O)c1ccnn1C)CC2,i
CNC(=O)[C@@H]1C[C@H](Oc2ccccc2)CN1C(=O)CCc1nc(-c2ccccc2)no1,i
CC(O)CCNS(=O)(=O)c1ccc2c(c1)CN(C(=O)c1ccon1)CC2 (stereo unspecified),8%
O=C(NCc1ccccc1)c1cnc2n1CCN(Cc1ccccc1O)CC2,-15%[44.1 µM]
O=C(Nc1ccc(-c2nnc3n2CCCC3)cc1)C1CCCC1,?
Cc1cc(C)cc(NC(=O)N2CCC(C(N)=O)(N3CCCCC3)CC2)c1,31%[activator]
O=C(NC1CCCc2c1[nH]c1ccc(F)cc21)c1ccc(Br)o1 (stereo unspecified),-15%
COc1cccc(CCC(=O)N2CCC3(CC2)N(C)C(=O)CS3(=O)=O)c1,7%
COc1cccc(NC(=O)Cn2c(=O)n(CCCCC(=O)NCc3ccc4c(c3)OCO4)c(=O)c3ccccc32)c1,i
Cc1nc(C)c(C(=O)N2[C@H]3CC[C@@H]2c2cnc(-c4ccc(F)cc4)nc2C3)s1,-11%
Cc1cc(=O)n(CC(=O)N2CCN(c3ccc(F)cc3)CC2)c2c1c(C)nn2C,15%
COCC(=O)N1CCN2C(=O)c3cc(-c4ccc5c(c4)OCO5)ccc3NC(=O)[C@H]2C1,i
NS(=O)(=O)c1ccc(NC(=O)c2ccc3c(c2)CCN3S(=O)(=O)c2ccccc2)cc1,-16%
Cc1cccc(S(=O)(=O)c2cn(C)c3cc(N4CCCCCC4)c(F)cc3c2=O)c1,i
CN1[C@@H](CCC(=O)N2CCOCC2)CNC(=O)[C@H]2NCC[C@H]21,-8%[44.1 µM]
CCCCN(CC)C(=O)Cn1ncc2c3ccccc3n(CCC)c2c1=O,5%
CCc1ccc(CNC(=O)CCn2c(=O)c3cccn3c3ccc(F)cc32)cc1,-14%
CNc1ncccc1C(=O)N1CCc2nc(-c3cn[nH]c3)[nH]c2C1,-6%
CCCN1CCC(CC(=O)N2CCCC(N3CCN(c4ccc(F)cc4)CC3)C2)CC1 (stereo unspecified),?
COCC(=O)NC1CCC12CCN(C(=O)C1CCOCC1)CC2 (stereo unspecified),-16%
Cc1ccc(NC(=O)CCSc2nc(-c3ccc4c(c3)OCO4)cc(C(F)(F)F)n2)cc1,?
COc1ccc2c(Sc3ccccc3)c(C(=O)NCCN(C)C)[nH]c2c1,?
O=C(N[C@H]1C[C@@H]2C(=O)N[C@H]3CCN(C(=O)C4CCCC4)[C@@H]3C(=O)N2C1)c1cccs1,-10%[44.1 µM]
COCCOc1ccnc(-c2noc([C@@H]3CCCN3Cc3ccccc3)n2)c1,?
Cc1cccc(C)c1-n1ncc(C(=O)N2CCN(c3ccccc3)CC2)c1C1CCN(C(=O)OC(C)(C)C)CC1,?
CN1CCC(N2CCN(S(=O)(=O)c3ccccc3C(F)(F)F)CC2)C1=O (stereo unspecified),-15%
CC(C)CNC(=O)Cc1cccn1-c1ccc(F)cc1,i
CC(C)N1CC2CCC(C1)N2Cc1ccc(-c2ccccc2)cc1,?
COc1ccc(C(=O)N[C@H]2C[C@@H](c3nc(-c4ccc(Cl)cc4)no3)N(C)C2)cc1,?
O=C(N1CCC(c2ccccc2)CC1)C1(c2ccc(Cl)cc2)CCOCC1,?
COc1coc(CN2Cc3[nH]cnc3CC2C(=O)O)cc1=O (stereo unspecified),6%
Cc1ccc(NC(=O)N2CCC(CCNC(=O)Cc3ccsc3)CC2)cc1F,i
CCOc1ccccc1Nc1nc2ccccc2nc1NS(=O)(=O)c1ccc(Cl)cc1,?
COCCN1C[C@H]2CN(Cc3cccc(OC)c3)CCN2C1=O,17%[44.1 µM]
Cc1ccc(CNC(=O)C2CCN(S(=O)(=O)c3cc(-c4noc(C)n4)ccc3C)CC2)cc1,?
COc1cccc(-c2cc(CNC(=O)C(c3ccc(F)cc3)N(C)C)no2)c1 (stereo unspecified),i
COc1ccc(Cn2c(C(=O)O)c(CNC3CCCCCC3)c3ccc(OC)cc32)cc1,?
Cc1cc(C2CCCN2C(=O)c2cc(C3CC3)on2)on1 (stereo unspecified),-5%
CCOc1ccc2nc(N3CCCC(C(=O)Nc4cc(C)ccc4C)C3)sc2c1 (stereo unspecified),-4%

(more compounds)
SMILES,Pf Dd2 inh
CCC(C)NC(=O)CN1C(=O)NC2(CCC(C)CC2)C1=O (stereo unspecified),?
O=C(NCc1ccc(F)cc1)c1nc(-c2ccc(Cl)cc2Cl)c2ccccn12,-14%
O=S(=O)(c1ccccc1Cl)N1CCCC(CO)(Cc2cccc(Cl)c2)C1 (stereo unspecified),-21%
O=C1CN(C(=O)Nc2ccccc2Cl)C(c2ccccc2)c2c(sc3c2CCCC3)N1 (stereo unspecified),10µM*
Cc1ccc2c(c1)C(=O)OC(C(=O)Nc1ccc(C(=O)O)cc1)C2 (stereo unspecified),20%
COc1ccc(C2Cn3cnc(C(=O)N4CCC(C(=O)NCCC5=CCCCC5)CC4)c3CO2)cc1 (stereo unspecified),-23%
COC(=O)c1c(SCC(=O)Nc2cccc(C(F)(F)F)c2)[nH]c2ccccc2c1=O,9%
CCCn1c2ccccc2c2cnn(CC(=O)N(C)c3ccc(F)cc3)c(=O)c21,-1%
O=C(c1ccccn1)N1CCC2(CC(c3cccc(C(F)(F)F)c3)=NO2)C1 (stereo unspecified),-10%
O=C(NCC1(O)CCCN(C(=O)Cc2cccc(O)c2)CC1)c1ccccc1 (stereo unspecified),0%
OC(c1cc2n(n1)CCN(c1ncc(C(F)(F)F)cc1Cl)C2)C1CC1 (stereo unspecified),-17%
O=S(=O)(NCCc1noc(-c2ccccc2)n1)c1ccc2c(c1)OCCO2,32%
Cc1cc(C(=O)N2CC(N(C(=O)NC(C)C)C3CCOCC3)C2)nn1C,0%
CC(C)(C)CC(=O)N1C[C@@H](CO)[C@H](c2nc(-c3ccncc3)no2)C1,-16%
CCOc1ncccc1C(=O)N1CCc2onc(-c3ccccc3F)c2C1,-26%
CC(=O)Nc1ccc(-c2ccc(=O)n3c2[C@@H]2C[C@@H](CN(C(=O)C(C)(C)C)C2)C3)cc1,-11%[44.1 µM]
CN(C)C[C@@H]1CN(S(C)(=O)=O)C[C@H]1N,i
O=C(N[C@@H]1CN(c2ncccn2)C[C@H]1CO)c1ccc2c(c1)OCO2,?
COc1ccc(N2CC(C(=O)N3CCC(C(=O)N4CCCC4)C3)NC2=O)cc1 (stereo unspecified),32%[activator]
CC1CCCCN1c1cc2c(cc1F)c(=O)c(S(=O)(=O)c1ccccc1)cn2Cc1ccccc1 (stereo unspecified),?
COc1ccccc1C(=O)N1[C@@H]2CC[C@H]1CC(NC(=O)c1cnc(C)cn1)C2 (stereo partly specified),-19%
O=C1CCN(Cc2ccc(C(F)(F)F)cc2)CCCCCCN1,?
COc1cc2c(cc1OCC1CC1)NC(=O)C21CCN(Cc2nccs2)CC1,i
COc1cc2c(cc1OC)CN(C(=O)Nc1ccccc1)CC2,19%
COc1cccc(CCC(=O)N2CCCN(S(C)(=O)=O)c3ccccc32)c1,?
Cc1ccc(-n2c(=O)c3c(c4cc(C)ccc4n3C)n(CC(=O)NCCC3=CCCCC3)c2=O)cc1,86%[activator]
COc1cc2c(cc1Oc1cccc(N(C)C)c1)NC(=O)C21CCN(c2ncc(F)cn2)CC1,-26%
Cc1cc(C)c2c(-n3cccc3)c(C(=O)NCCc3ccc(Cl)cc3)sc2n1,48%[activator]
O=C(NCC1CN(Cc2ccncc2Cl)CC12CN(c1ccccc1)C2)C1CCOCC1 (stereo unspecified),-26%
Cc1cc(CN2CCN(C(=O)CNC3CC3)CC(C(=O)O)C2)on1 (stereo unspecified),-2%
CC(Cn1cncn1)NC(=O)c1cccc(S(=O)(=O)N2CCOCC2)c1 (stereo unspecified),2%
CC(C)c1nc2c(c(-c3ccc(Cl)cc3)n1)CCN(Cc1ccc(C(F)(F)F)cc1)CC2,?
Cc1cccc(C)c1NC(=O)c1csc2c1CCCC2,-19%
COc1ccc(-c2nc3n(n2)C(c2ccc(O)cc2)C(C(=O)Nc2cccnc2)=C(C)N3)cc1OC (stereo unspecified),-5%
CCOc1ccccc1CNC(=O)CN1CC2CC(C1)[C@H]1CCCC(=O)N1C2 (stereo partly specified),?
C[S+](=O)([O-])N1CCC(Cn2ccc3c(N4CCOCC4)nc(-c4cccc5[nH]ncc45)cc32)CC1,i
CCOc1ccc(C2c3c(oc4ccc(C)cc4c3=O)C(=O)N2CCCN2CCOCC2)cc1 (stereo unspecified),?
O=C1CO[C@H]2CN(Cc3c[nH]c4ccccc34)C[C@H]2N1Cc1ccccn1,-5%[44.1 µM]
O=C(NCCc1noc(-c2ccccc2)n1)C1CCCCC1,i
COc1ccccc1/C=C/CN1CCn2nc(CO)cc2C1,-29%
COc1ccc(NC(=O)Cn2c(N3CCN(c4ccccc4)CC3)nc(C)cc2=O)cc1Cl,?
CC(=O)Nc1ccc(NC(=O)Cn2ccn3nc(-c4ccccc4)c(CO)c3c2=O)cc1,18%
COC[C@@H]1[C@H](C(=O)N2CCN(c3cccc(C)c3)CC2)CCC(=O)N1C,i
Cc1cccc(C(=O)N2CCNC(=O)C2CC(=O)Nc2ccc(F)cc2)c1 (stereo unspecified),37%[activator]
CC(=O)Nc1ccc(CN(C)Cc2ccccc2C(F)(F)F)cc1,?
COc1ccccc1NC(=O)CSc1nc(-c2cccc(Cl)c2)nc2c1Cc1c(CO)cnc(C)c1O2,7%
O=C1NCCN1C1CCN([S+](=O)([O-])c2cccc(C(F)(F)F)c2)CC1,4%
O=C(NCCc1ccc(Cl)cc1)c1ccc(Cn2c(=O)[nH]c3ccccc3c2=O)cc1,-19%

The list goes on, overlapping the part above by 4 compounds.
SMILES,Pf Dd2 inh
CC(=O)Nc1ccc(CN(C)Cc2ccccc2C(F)(F)F)cc1,?
COc1ccccc1NC(=O)CSc1nc(-c2cccc(Cl)c2)nc2c1Cc1c(CO)cnc(C)c1O2,7%
O=C1NCCN1C1CCN([S+](=O)([O-])c2cccc(C(F)(F)F)c2)CC1,4%
O=C(NCCc1ccc(Cl)cc1)c1ccc(Cn2c(=O)[nH]c3ccccc3c2=O)cc1,-19%
COc1cccc(CNC(=O)Cn2cccc2-c2nc(-c3ccc(F)cc3)no2)c1OC,18%
COCC(=O)N[C@@H]1CN(Cc2cccc(OC)n2)CC[C@@H]1CO,8%
Cc1cccc(NC(=O)N2CCCC(CN3CCOCC3)CC2)c1 (stereo unspecified),i
CCN1C(=O)C(O)(c2c[nH]c3ccccc23)c2cc(Br)ccc21 (stereo unspecified),i
O=C(NCC1Cn2cccc2CN1Cc1ccccc1)c1cncc(Br)c1 (stereo unspecified),10µM*
Cc1cc2oc(C(=O)Nc3sc4c(c3C(=O)NCC3CCCO3)CCC4)cc(=O)c2cc1C (stereo unspecified),7%

Compound activity deposited in PubChem by National Center for Advancing Translational Sciences (NCATS).
